# GSK3 alpha inh: blocks human GSK-3 alpha kinase. P49840. ADP-Glo luminescence, 60 min. inhibition, % at 10 µM. hit rate 0.1% among 320,000;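 in the data active means inhibition above about 50%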;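 further: GST-tagged GSK-3 alpha with peptide substrate and 25 µM ATP; 0% = DMSO neutral wells and 100% = GW8510 positive control wells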
# GSK3B inh: blocks human GSK3beta kinase activity | AID 2097 | activity score (negative = inhibition), % at 10 µM | GST-GSK3beta kinase, ADP-Glo luminescence, 60 min; active compounds read low | hit rate 0.038% among 300,000 | P49841;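 active means more than half of replicate wells score below -50%, meaning over 50% inhibition versus plate controls; inconclusive means some replicates but at most half score below -50%; inactive means no replicate scores below -50%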;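 further: 0% = median DMSO wells and -100% = median GW8510 positive control wells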
# Target sequence (P49841 whole entry, looked up): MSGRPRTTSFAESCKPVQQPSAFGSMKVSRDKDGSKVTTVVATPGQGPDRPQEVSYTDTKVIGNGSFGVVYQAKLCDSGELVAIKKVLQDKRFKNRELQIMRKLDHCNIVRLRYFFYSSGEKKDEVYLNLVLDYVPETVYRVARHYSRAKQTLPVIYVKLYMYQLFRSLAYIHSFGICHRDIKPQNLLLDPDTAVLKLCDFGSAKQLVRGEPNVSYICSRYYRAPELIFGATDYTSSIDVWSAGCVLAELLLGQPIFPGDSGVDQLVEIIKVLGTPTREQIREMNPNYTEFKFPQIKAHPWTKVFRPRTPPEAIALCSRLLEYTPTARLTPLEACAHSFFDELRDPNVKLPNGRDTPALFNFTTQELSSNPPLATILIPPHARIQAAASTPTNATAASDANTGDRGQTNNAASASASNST
#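 Assay system: GST-fused GSK3beta enzyme, cell-free / Medium: Tris pH 7.5 buffer with MgCl2, DTT, BSA, heparin / Also added: peptide substrate plus 25 µM ATP (final) / Compound: 10 µM single point / Timing: kinase reaction with compound 60 min at room temperature / Detection: ADP-Glo luminescence / Benchmarks: DMSO neutral wells and GW8510 at 20 µM as positive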
# PolyA inhibitor: blocks polyadenylation in yeast reporter cells | hit rate 0.02% among 300,000 | calls only at 12 µM | S. cerevisiae SKY197-pL101 polyadenylation reporter, beta-gal luminescence; efflux-impaired pdr1/pdr3 knockout yeast; score 100 = 6 SD above DMSO | AID 1875;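 active means lowest replicate activity score at least 50, where 100 means six control SD above control mean; inconclusive means lowest score under 50 but half or more replicates reach 50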;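 further: yeast exposed to compound for 9 h at 30 °C; higher score means more reporter readthrough which indicates perturbed polyadenylation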
# Dyrk1A ADPGlo: blocks rat Dyrk1A kinase activity; AID 504441; inhibition, % at 12.5 µM; hit rate 0.43% among 310,000; ADP-Glo luminescence, NFATc1 peptide; in the data active means inhibition above about 50%;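 further: plate controls were vehicle with enzyme for no effect and no enzyme for full effect; many of its hits are not listed in these tables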
# AI-2 QS modul: modulates the Vibrio harveyi AI-2 quorum sensing system; Vibrio harveyi JMH597 AI-2 luminescence/OD600 ratio, 9 h; active compounds read low; strain lacks LuxN and CqsS sensors; 0 = neutral-control median; activity change, % at 7.5 µM; hit rate 0.4% among 300,000; in the data active means activity change below about -75%, passing the limit was not always enough; inconclusive means no clear call, values can overlap the other calls;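 further: luminescence divided by OD600 gain over 9 h not by final OD600 alone; inactives centre near 13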
# Platelet DG rel: modulates dense granule release in human platelets; human platelet-rich plasma, SFLLRN dense granule ATP release, luminescence; inhibition, %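 (compounds screened at 7.5 µM in platelet-rich plasma)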; hit rate 0.22% among 300,000; AID 1663;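 active means mean replicate score, as percent of positive control, at or above 50; inconclusive means mean below 50 but at least one replicate at or above 50; inactive means mean and every replicate below 50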
# HSF1 inhib: HSF1 inhibition; activity change, negative = inhibition, % at 7.5 µM (by protocol); NIH3T3-HGL HSE-luciferase, MG132-induced, luminescence 8 h; active compounds read low; hit rate 0.77% among 300,000;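 active means more than half of replicate wells show activity change below -50%, luminescence cut by over half; inconclusive means some wells, but at most half, below -50%; inactive means no replicate well below -50%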;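 further: luciferase reports HSF-1 transcriptional activity via heat shock element; 0% = median of DMSO wells and -100% = zero luminescence signal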
# HSF1 activator: increases HSF-1 driven luciferase reporter signal. activation, % at 9 µM. NIH3T3-HGL HSF-1 luciferase reporter, MG132, 8 h; 100% = twice DMSO control signal. AID 504408. hit rate 1.7% among 300,000;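 active means mean replicate activation of at least 50% with a set share of replicates each reaching 50%; inconclusive means only one of those two conditions met; inactive means mean below 50% and too few replicates reaching it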;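 further: 0% = median of the neutral control wells and 100% = twice that signal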
# HSP90 inh: inhibitors of HSP90 luciferase refolding in rabbit reticulocyte lysate; luciferase refolding luminescence, 3 h; AID 1789; inhibition, % at 5.6 µM; hit rate 0.91% among 290,000;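 active means inhibition above the screen-wide mean plus 3 SD, computed separately per campaign, cut at about 16% in these data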;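 further: 0% = DMSO wells and 100% = 60 µM geldanamycin wells; inhibitors lower the luminescence because luciferase stays unfolded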
# HDAC3 inhib: human HDAC3 inhibition | O15379 | recombinant HDAC3, fluorogenic peptide/trypsin coupled, fluorescence | inhibition, % at 8.3 µM | hit rate 0.15% among 320,000 | AID 2718; in the data active means inhibition above about 26%, passing the limit was not always enough; inconclusive means no clear call, values can overlap the other calls
# Target sequence (O15379 whole entry, looked up): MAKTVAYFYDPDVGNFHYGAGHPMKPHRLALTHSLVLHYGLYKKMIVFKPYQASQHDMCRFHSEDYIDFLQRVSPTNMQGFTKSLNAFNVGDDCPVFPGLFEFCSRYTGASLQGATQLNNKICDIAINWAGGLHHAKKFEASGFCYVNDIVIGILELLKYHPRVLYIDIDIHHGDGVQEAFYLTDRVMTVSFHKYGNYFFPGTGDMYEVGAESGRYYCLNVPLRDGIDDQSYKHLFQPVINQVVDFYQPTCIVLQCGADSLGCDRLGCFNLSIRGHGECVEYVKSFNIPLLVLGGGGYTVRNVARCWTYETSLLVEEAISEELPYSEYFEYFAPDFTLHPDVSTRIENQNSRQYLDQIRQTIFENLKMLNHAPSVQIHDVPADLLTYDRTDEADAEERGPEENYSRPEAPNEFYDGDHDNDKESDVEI
# * hit, by the source's call; i = inactive; ? = inconclusive; . = no result given. Not all compounds are listed; rates above refer to the full screens.
SMILES,GSK3 alpha inh,GSK3B inh,PolyA inhibitor,Dyrk1A ADPGlo,AI-2 QS modul,Platelet DG rel,HSF1 inhib,HSF1 activator,HSP90 inh,HDAC3 inhib
C#CCOCCOCCOCCNc1nc(N2CCN(C(=O)[C@H](CCC(=O)O)n3cc(C(N)CC(C)C)nn3)CC2)nc(N2CCN(C(=O)[C@H](Cc3ccc(O)cc3)n3cc(C(N)CC(C)C)nn3)CC2)n1 (some centres undefined),-6,3,i,3,-6,-2,4,-8,8,1
COC(=O)c1sccc1NC(=O)CC1C(=O)NCCN1C(=O)c1c(F)cccc1Cl (centres undefined),-1,-1,i,1,11,.,.,.,-2,3
COc1ccccc1N1CCN(C(=O)c2ccc(S(=O)(=O)N3CCCCCC3)cc2)CC1,-1,-1,i,0,3,1,0,26,2,10
Cc1ccn2c(NC3CCCC3)c(-c3ccncc3)nc2c1,.,-11,i,-5,-5,10,2,-12,0,-8
Cc1nc(-c2nnc(SCC(=O)Nc3ccc(Cl)cc3)n2C)cs1,-3,-5,i,-5,5,2,-19,-15,8,-4
CCn1c(COc2ccc(C)cc2)nnc1SCc1ccc(C#N)cc1,-4,1,i,5,6,-11,12,38,2,4
CCCCCCNc1cc2n(c(=O)n1)CCc1cc(OC)c(OC)cc1-2,2,.,.,10,.,.,.,.,-3,-7
COc1ccc(C)cc1NC(=O)C1CC(=O)OC12CCCCC2 (centres undefined),4,0,i,5,15,2,-4,7,8,7
CC(C)c1nnc(NC(=O)C2CCN(C(=O)Nc3ccc(Cl)cc3)CC2)s1,0,-6,i,-2,17,-2,15,13,-1,1
Cc1ccc(NC(=O)c2c(O)c3ccccc3n(C)c2=O)nc1,-1,-1,i,3,24,-1,19,23,-2,-1
CCOc1ccc(S(=O)(=O)Nc2ccccc2SC)cc1,-2,15,.,-3,2,-44,-3,-3,2,7
CC1CCN(S(=O)(=O)c2ccc3c(c2)N(CC(=O)NCCCN2CC(C)CC(C)C2)C(=O)CS3)CC1 (centres undefined),-5,2,i,-3,18,9,0,3,-5,3
Cc1ccc(CS(=O)(=O)CC(C)(O)c2ccccc2)cc1 (centres undefined),0,2,i,-2,1,-1,-8,-8,4,-1
CCOc1ncccc1C(=O)OCC(=O)c1cc(OC)c(OC)c(OC)c1,-1,-5,i,-1,1,3,0,-20,1,2
CCOc1ccc(Cl)cc1S(=O)(=O)N1CCC(C(=O)NCc2ccccn2)CC1,2,-3,i,0,30,4,-1,-11,-5,2
O=C(O)/C=C\C(=O)NNC(=O)c1cc(-c2ccccc2)n[nH]1,0,1,i,4,0,7,-2,4,-1,2
COc1ccccc1C1CN(c2ccc(F)cc2F)N=C1c1cccs1 (centres undefined),-2,0,i,-4,17,-13,34,35,-4,1
c1ccc(-c2csc(N3CCOCC3)n2)cc1,0,5,.,0,14,2,10,8,1,0
CN1CCN(CCOc2ccc(-c3ccccc3)cc2)CC1,3,-24,i,6,6,-3,-3,23,-4,0
COc1ccccc1N1CCN(C(=O)CSc2nc3ccccc3[nH]2)CC1,-3,0,i,3,-7,-6,13,?,4,4
CCn1cnc2c1c(=O)n(CC(=O)N1CCc3ccccc31)c(=O)n2Cc1ccccc1,-2,0,i,-1,-5,2,-2,7,-2,2
CN(C)c1cccc(C(=O)Nc2ccc(N3CCOCC3)cc2)c1,0,3,i,-1,15,6,0,18,2,-1
O=CN1CCN(C(=O)c2ccc3c(c2)OCO3)CC1,-3,3,i,-1,19,-5,1,-1,-6,-3
O=C(Cc1ccccc1)Nc1cccc(C(=O)N/N=C/c2ccco2)c1,-2,-1,i,5,12,24,9,-4,0,3
CCOc1ccc(NC(=O)NNC(=O)c2ccc(CC)s2)cc1,-2,1,i,4,-3,-4,-1,4,-1,-5
Oc1ccc(N=Cc2c(O)ccc3ccccc23)cc1,2,-3,i,.,30,-12,3,-1,5,3
CCCCCC(=O)N1CC2(CC)CN(C(=O)CCCCC)CC(CC)(C1)C2=O,-2,0,i,-1,25,-1,3,4,-2,-5
O=C(CN1C(=O)/C(=C/c2ccccc2Cl)SC1=S)NC1CCS(=O)(=O)C1 (centres undefined),-1,2,i,-3,9,-3,4,-6,2,4
Cc1oc2c(c1C(=O)c1ccccc1)C(=O)C(=O)c1ccccc1-2,14,1,i,9,62,-11,24,46,5,-2
CCn1nnnc1-c1ccc(OC)c(S(=O)(=O)Nc2ccc(C)c(C)c2)c1,-1,1,i,-1,41,3,2,0,3,3
O=C(NCC1CCCO1)c1c(O)c2cccc3c2n(c1=O)CC3 (centres undefined),7,0,i,1,34,0,8,24,2,-3
CCN1CCCC1CNS(=O)(=O)c1cccc(C(F)(F)F)c1 (centres undefined),2,-4,i,.,7,-2,-16,-5,-7,-3
Cc1ccc(S(=O)(=O)N2CCc3ccccc3C2CC(=O)O)cc1 (centres undefined),0,3,i,16,23,0,0,0,5,3
CC12CN3CC(C)(CN(C1)C3c1ccccc1F)C2 (centres undefined),-3,0,i,-65,12,0,-6,-14,-2,0
CCSc1ccccc1C(=O)Nc1cccnc1,0,-2,i,.,-14,-7,-35,-45,-2,11
Cc1nn(-c2ccccc2)c(C)c1NC(=O)COc1ccc(Cl)cc1Cl,-1,-1,i,0,10,7,-1,-5,4,0
Cc1ccc(NC(=O)Nc2ncnc3nc[nH]c23)cc1,1,-4,i,12,5,17,0,11,0,-8
CN1CCN(P(=O)(c2ccccc2)c2nc3ccccc3s2)CC1 (centres undefined),-6,5,i,-1,7,10,4,-3,1,?
Cc1cc(OCCOc2cccc3cccnc23)c(C)cc1Cl,-1,-2,i,5,11,7,10,16,2,1
O=C(NC1CCCCCCC1)c1ccc2c(c1)OCO2,-3,2,i,-7,10,2,33,?,9,2
Cn1c(N)c(S(=O)(=O)N2CCN(c3ccccc3)CC2)c(=O)n(C)c1=O,-3,-2,i,-21,18,-1,7,21,-4,-1
CC(=O)N(C(C)=O)c1cccc2c(N(C(C)=O)C(C)=O)cccc12,-1,0,i,-9,14,-1,-13,-23,2,7
CCc1ccc(NC(=O)CCc2c(C)nn(-c3ccc(N4CCOCC4)nn3)c2C)cc1,-1,-2,i,-5,8,1,2,27,2,3
S=C1NCN(Cc2cccnc2)CN1Cc1ccccc1,1,0,i,4,12,5,-8,21,-2,1
O=C(NNC(=O)c1ccc[nH]1)Nc1cccc(C(F)(F)F)c1,-2,1,i,5,14,-5,-3,-14,-3,-2

# The last 2 entries of the section above are carried over, then new ones follow.
SMILES,GSK3 alpha inh,GSK3B inh,PolyA inhibitor,Dyrk1A ADPGlo,AI-2 QS modul,Platelet DG rel,HSF1 inhib,HSF1 activator,HSP90 inh,HDAC3 inhib
S=C1NCN(Cc2cccnc2)CN1Cc1ccccc1,1,0,i,4,12,5,-8,21,-2,1
O=C(NNC(=O)c1ccc[nH]1)Nc1cccc(C(F)(F)F)c1,-2,1,i,5,14,-5,-3,-14,-3,-2
CCS(=O)(=O)N1CCN(CC(=O)NC2CCCCC2)CC1,2,-1,i,-2,5,3,-3,7,-1,-8
Cc1cccc(C)c1N1CCN(c2ccc3nnc(C(F)(F)F)n3n2)CC1,0,-3,i,4,18,4,88,129*,1,3
COc1ccc(C2SCCN2S(=O)(=O)c2ccc(F)cc2)cc1OC (centres undefined),-2,1,i,2,13,11,.,.,2,-3
CC(C)CN(C(=O)CN1CCN(S(=O)(=O)c2ccccc2)CC1)c1c(N)n(CC(C)C)c(=O)[nH]c1=O,.,-2,i,-4,-2,-7,-1,0,0,.
COc1ccccc1S(=O)(=O)Cc1ccc(C(=O)NCc2cccs2)o1,0,1,i,3,15,4,-6,14,-2,-6
COc1ccc2cc(CCN3C(=O)c4ccccc4C3=O)c(=O)[nH]c2c1,2,3,i,-2,7,-7,11,11,2,-6
Cc1ccc(NC(=O)/C=C/c2ccc([N+](=O)[O-])s2)cc1,-2,1,i,-4,37,2,45,40,-2,?
COc1ccc(CNC(=O)C2=CC(c3ccc(OC)cc3)=NS(=O)(=O)N2C)cc1,0,-5,i,-1,4,-3,8,-4,-5,9
CCNc1cc2n(c(=O)n1)CCc1cc(OC)c(OC)cc1-2,2,0,i,3,31,21,1,6,-1,-8
COCCNC(=O)c1ccccc1-c1nc(-c2ccccc2Cl)no1,-1,0,i,1,6,0,3,13,1,4
NC(=O)C(C(=O)/C=C/c1ccc(Cl)cc1)=C1SCCS1,-1,0,i,2,13,1,120,210*,-3,5
COc1cc2c(cc1OC)C(c1cccs1)N(C(=O)c1ccncc1)CC2 (centres undefined),-2,-12,i,-5,19,3,-1,-18,-4,-1
O=C(NC(=O)N1CCN(c2ccc([N+](=O)[O-])cn2)CC1)c1c(Cl)cccc1Cl,3,0,i,.,-1,-3,-3,-5,0,-4
O=C(c1ccc(Cn2cc(Br)cn2)cc1)N1CCN(c2ccccc2)CC1,-1,2,i,.,23,-4,5,12,-1,0
Cc1ccc(N2CC(C(=O)Nc3ccncc3)CC2=O)cc1 (centres undefined),-3,-1,i,1,18,14,-3,-17,4,-3
CCc1ccc2oc(C(=O)NCCc3ccc(S(N)(=O)=O)cc3)cc(=O)c2c1,0,-4,i,-1,7,-8,0,6,0,-3
COc1cc([N+](=O)[O-])ccc1NC(=S)N1CCN(c2ccccn2)CC1,3,7,i,0,5,2,-3,12,-4,7
Cc1ccccc1Nc1c(-c2cccnc2)nc2ccccn12,1,5,i,7,17,6,6,27,3,-14
Cc1cc(C)c(OCCCNCc2ccccc2)c(Br)c1,4,0,i,11,20,-2,3,8,0,3
NC(=S)N/N=C/c1ccccc1O,-1,0,i,9,17,-2,0,4,2,1
O=c1c(-c2nc3ccccc3s2)cccn1Cc1ccc(Cl)c(Cl)c1,-5,3,i,2,10,1,13,52*,3,4
Cc1ccc(-c2nnn3c2nc(NCCc2ccc(S(N)(=O)=O)cc2)c2ccccc23)cc1,-3,0,i,0,29,0,-37,-38,0,0
COC(=O)C(Cc1ccc(O)cc1)NC(=O)c1ccccc1OC (centres undefined),2,1,i,5,13,.,-4,8,2,-3
Cc1ccc2cccc(OCc3cccc([N+](=O)[O-])c3)c2n1,0,4,i,5,17,-12,3,34,1,2
COc1cc(CNc2ccc(N3CCCC3)cc2)cc(Cl)c1OC,-2,4,i,.,66,-4,-11,23,0,2
CCC(C(=O)NCc1ccccc1OC)n1nc(C)n2c(cc3occc32)c1=O (centres undefined),-4,0,i,1,21,22,2,-1,6,0
O=C(CCN1CCN(c2ccccc2)CC1)NNC(=O)c1cccc2ccccc12,0,15,i,-3,21,7,-5,5,-3,-7
O=S(=O)(c1cccs1)N1CCN(CC(O)COc2cccc(Br)c2)CC1 (centres undefined),-1,0,i,4,-82*,0,-1,-3,3,-3

# Screens from PubChem BioAssay.
